TcdB inh: TcdB glycohydrolase inhibition; TcdB glycohydrolase enzymatic assay, plate reader; 350,000 compounds, 0.24% hits; inhibition, % at 9.99 µM; P18177; in the data active = inhibition above about 10%
Yp Topo-I inh: blocks Yersinia pestis topoisomerase I activity; Y. pestis Topo-I cleavage product accumulation, plate reader; activity, % at 10 µM; 360,000 compounds, 0.064% hits; in the data active = activity above about 50%, passing the limit was not always enough; inconclusive = no clear call, values can overlap the other calls; note: inactives centre near 2
MazF activator: increases E. coli MazEF RNase cleavage of RNA | FAM/BHQ RNA-DNA oligo cleavage fluorescence, 5 h | 350,000 compounds, 0.32% hits | AID 504720 | P0AE70 | activation, % at 20 µM; in the data active = activation above about 50%
Target sequence (P0AE70 whole entry, looked up): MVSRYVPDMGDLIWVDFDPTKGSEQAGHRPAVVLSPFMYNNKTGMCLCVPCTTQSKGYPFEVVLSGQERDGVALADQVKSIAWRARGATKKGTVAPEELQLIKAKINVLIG
Rv3671c inh: inhibitors of M. tuberculosis serine protease Rv3671c; AID 2606; 320,000 compounds, 0.048% hits; inhibition, % at 5.96 µM; in the data active = inhibition above about 38%;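 note: extracellular domain of Rv3671c used as enzyme; 0% = enzyme with DMSO and 100% = no enzyme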
BH1578 lux ind: inducers of Vibrio cholerae quorum light production without autoinducers; V. cholerae BH1578 lux reporter, luminescence, 6 h; activation, % at 18.7 µM; 350,000 compounds, 0.16% hits; in the data active = activation mostly above about 9.7%, no sharp cut-off; inconclusive = no clear call, values can overlap the other calls; inactive = mostly below about 3.7%; note: not every result past the cut was called active; inactives centre near 0; reference of the scale not given here
3CLpro inhibitor: SARS-CoV 3CLpro protease inhibition; P0C6X7; recombinant SARS-CoV 3CLpro, quenched FRET peptide cleavage; inhibition, % at 6 µM; 290,000 compounds, 0.14% hits; in the data active = inhibition above about 12%
Anthrax LF inh2: blocks Bacillus anthracis lethal factor protease. inhibition, % at 10 µM. 360,000 compounds, 0.12% hits. multiplex microsphere protease cleavage assay, LF; in the data active = inhibition above about 30%; inconclusive = no clear call, values can overlap the other calls; note: plate controls were buffer without enzyme for full effect and enzyme alone for no effect
Target sequence (P15917 whole entry, looked up): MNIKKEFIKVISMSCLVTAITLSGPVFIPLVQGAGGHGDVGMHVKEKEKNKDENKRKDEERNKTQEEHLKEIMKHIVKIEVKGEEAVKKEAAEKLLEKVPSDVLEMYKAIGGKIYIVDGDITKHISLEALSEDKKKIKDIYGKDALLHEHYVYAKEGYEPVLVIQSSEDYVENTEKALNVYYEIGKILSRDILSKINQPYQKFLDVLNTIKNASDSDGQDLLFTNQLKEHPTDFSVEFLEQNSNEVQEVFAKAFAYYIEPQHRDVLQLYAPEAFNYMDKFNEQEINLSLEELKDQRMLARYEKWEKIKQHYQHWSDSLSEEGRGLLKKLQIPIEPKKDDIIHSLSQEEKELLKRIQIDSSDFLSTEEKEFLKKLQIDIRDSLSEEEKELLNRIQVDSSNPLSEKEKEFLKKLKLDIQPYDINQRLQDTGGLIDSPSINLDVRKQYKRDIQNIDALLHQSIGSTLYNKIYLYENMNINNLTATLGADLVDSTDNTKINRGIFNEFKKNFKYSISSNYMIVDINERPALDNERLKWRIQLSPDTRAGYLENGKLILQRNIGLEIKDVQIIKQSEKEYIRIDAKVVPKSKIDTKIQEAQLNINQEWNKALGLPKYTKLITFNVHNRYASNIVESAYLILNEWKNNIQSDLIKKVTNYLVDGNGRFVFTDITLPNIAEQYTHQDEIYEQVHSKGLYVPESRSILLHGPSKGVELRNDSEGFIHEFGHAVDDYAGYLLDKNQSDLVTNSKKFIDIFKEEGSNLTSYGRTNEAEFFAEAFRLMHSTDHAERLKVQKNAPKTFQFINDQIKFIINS
SSB-PriA inh: blocks PriA binding to SSB C-terminal tail; AlphaScreen SSBct-PriA binding, biotinylated peptide; inhibition, % at 33 µM; 430,000 compounds, 0.6% hits; AID 1272365; in the data active = inhibition mostly above about 37%, no sharp cut-off; inactive = mostly below about 20%;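 note: plate controls were negative control peptide for no effect and reference peptide for full effect; strong numbers were not always called active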
PfHsp40 yeast: compounds rescuing yeast from Plasmodium falciparum HSP40 toxicity | 340,000 compounds, 0.68% hits | AID 504582 | S. cerevisiae expressing PfHsp40, growth rescue, ATP luminescence | growth rescue, % at 12.5 µM; in the data active = growth rescue above about 28%, passing the limit was not always enough; inconclusive = no clear call, values can overlap the other calls;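 note: yeast W303a lacking pdr1 and pdr3 grown in galactose medium; growth measured after three days at 30 °C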
DUSP3 inh: inhibitors of human VHR1 phosphatase (DUSP3); P51452; inhibition, % at 13.3 µM; AID 1654; 290,000 compounds, 0.52% hits; recombinant VHR phosphatase, pNPP absorbance; in the data active = inhibition above about 50%; note: some compounds called inactive have numbers as strong as hits
An asterisk follows results filed as active; i = inactive; u = inconclusive; x = not tested or not shown; & = joins results of further samples. An excerpt; the hit share may differ from the screen's.

SMILES	TcdB inh	Yp Topo-I inh	MazF activator	Rv3671c inh	BH1578 lux ind	3CLpro inhibitor	Anthrax LF inh2	SSB-PriA inh	PfHsp40 yeast	DUSP3 inh
CC1SCC(NC(=O)c2cccc(Cl)c2)CS1 (stereo unspecified)	0.6	-1	1	3	-1.0	2	18	-11	-0.3	31
Cc1csc(NC(=O)CSc2nc(=O)[nH]c3c2CCCC3)n1	1.1	-5	9	1	i	6	-2	-1	-0.8	-12
Cc1ccccc1NC(=O)C1CC(Cl)=CCC1C(=O)O (stereo unspecified)	x	6	3	-2	i	0	-9	-9	2.2	10
O=C(CN1CCC(n2nnc3cc(C(F)(F)F)ccc32)CC1)Nc1ccc2c(c1)OCCO2	x	11	2	-4	-17	-7	2	3	0.4	7
Cc1ncc(S(=O)(=O)c2ccccc2)c(-c2ccc(Cl)cc2Cl)n1	x	3	-8	-9	17*	2	-5	-31	-0.2	5
Cc1ccc(S(=O)(=O)C2CCOC2=O)cc1 (stereo unspecified)	x	-6	-1	-12	i	5	-1	-10	2.9	-1
CC(/C=C/c1ccccc1)=N\Nc1ccccc1[N+](=O)[O-]	0.0	4	5	0	-0.3	-2	-3	x	-0.7	23
COc1cc2sc(-c3ccccc3OC)c(-c3ccc(O)cc3)c2cc1OC	1.0	9	-2	-1	-0.4	x	-5	9	4.0	x
Cc1ccc(C2CC(=O)N3CN(c4ccc(Br)cc4)CSC3=C2C#N)o1 (stereo unspecified)	x	-6	-9	-2	-0.3	6	-4	-5	1.1	11
Cc1cc(C(=O)OCC(=O)N(C)c2c(N)n(Cc3ccccc3)c(=O)[nH]c2=O)c(C)n1-c1ccccc1	0.9	4	12	-3	i	x	-42	-7	-0.2	x
COCCn1c(SCC(=O)Nc2ccc(Cl)cn2)nnc1-c1ccncc1	-1.3	-7	1	1	-1.3	-2	1	-11	-0.7	13
CC(C)(C)NC(=O)C(c1ccncc1)N(C(=O)c1csnn1)C1CC1 (stereo unspecified)	x	-5	-4	7	-0.3	-3	-8	-4	-0.8	-23
CC1=NC(=O)C(N=Nc2ccccc2C(=O)O)N1c1ccccc1 (stereo unspecified)	-0.7	1	5	x	-0.2	12	-4	2	-0.1	4
CC(=O)c1cccc(NC(=O)c2cccc3c(-c4cnn(C)c4)coc23)c1	0.8	15	x	x	-0.7	x	-6	x	x	x
COc1cc2nc(N3CCN(C(=O)C4CCCO4)CC3)nc(N)c2cc1OC (stereo unspecified)	1.4&1.0	-8&-7	4&0	3&-3	6.2&1.4	-3&-6&-4	-9&2	7	-0.4&1.3	0&1&26
CCC(=O)N(CCc1ccccc1C)Cc1cc2cc3c(cc2[nH]c1=O)OCO3	x	12	-2	6	-12	-1	16	-4	-0.8	13
N#Cc1c(-c2ccc(Br)cc2)nc2n(c1=O)CCCS2	x	10	4	5	-2.9	2	-1	-21	-0.9	39
Cc1ccc(C(=O)N/C(=C/c2ccc(Cl)cc2)C(=O)Nc2cccc(C(=O)O)c2)cc1	x	-4	-3	-1	-0.1	8	2	-5	1.5	1
COc1ccc(NC(=O)CN(C)C(=O)c2cc(S(=O)(=O)N(C)C)ccc2N2CCCC2)cc1	1.0	4	4	9	-2.4	x	3	-14	-0.1	x
CCNC(=O)N(C)c1nncnc1C(=O)NC	1.1	2	-22	x	-0.4	0	-2	-4	-1.2	-8

Entries shown so far that have a furan ring, fused or not, in the order listed:
SMILES	TcdB inh	Yp Topo-I inh	MazF activator	Rv3671c inh	BH1578 lux ind	3CLpro inhibitor	Anthrax LF inh2	SSB-PriA inh	PfHsp40 yeast	DUSP3 inh
Cc1ccc(C2CC(=O)N3CN(c4ccc(Br)cc4)CSC3=C2C#N)o1 (stereo unspecified)	x	-6	-9	-2	-0.3	6	-4	-5	1.1	11
CC(=O)c1cccc(NC(=O)c2cccc3c(-c4cnn(C)c4)coc23)c1	0.8	15	x	x	-0.7	x	-6	x	x	x

The main list resumes with the two entries that preceded the break.
SMILES	TcdB inh	Yp Topo-I inh	MazF activator	Rv3671c inh	BH1578 lux ind	3CLpro inhibitor	Anthrax LF inh2	SSB-PriA inh	PfHsp40 yeast	DUSP3 inh
COc1ccc(NC(=O)CN(C)C(=O)c2cc(S(=O)(=O)N(C)C)ccc2N2CCCC2)cc1	1.0	4	4	9	-2.4	x	3	-14	-0.1	x
CCNC(=O)N(C)c1nncnc1C(=O)NC	1.1	2	-22	x	-0.4	0	-2	-4	-1.2	-8
COc1cc(C(=O)OCC(=O)N2CC(C)OC(C)C2)cc(OC)c1OC (stereo unspecified)	-0.8	-5	7	0	i	3	-9	-1	-0.3	12
N#C/C(=C\c1ccc(/C=C(/C#N)c2nn(CCO)c(N)c2C#N)cc1)c1nn(CCO)c(N)c1C#N	x	-9	2	4	0.6	-3	0	-17	-0.7	-5
O=C(NCCC1=CCCCC1)c1cc(COc2ccc(F)cc2Cl)on1	-1.4	32	-7	-3	-0.2	5	6	2	4.8	-7
CCCc1cc(=O)oc2cc(OCC(=O)N3CC[C@@]4(O)CCCC[C@H]4C3)ccc12	-0.9	9	x	x	-0.3	x	-9	x	x	x
C[C@@H]1CN([C@@H](C)CO)C(=O)c2cccc(NC(=O)C3CCCCC3)c2O[C@@H]1CN(C)C(=O)NC1CCCCC1	0.7&0.5	-8	8	-1	-0.5	x	-4	-6	-0.2	x
CC1(C)CC(=O)C2=C(C1)Nc1ncnn1C2c1cccs1 (stereo unspecified)	0.3	3	-2	-1	-0.5	-3	1	-5	-0.5	4
CC(=O)N1CCc2ccc(N)cc21	0.8	10	-1	x	1.0	x	-2	22&-5	-0.4	x
NS(=O)(=O)c1ccc(Nc2c([N+](=O)[O-])cncc2[N+](=O)[O-])cc1	2.1	-13	9	-7	0.4	3	-21	-1	-0.7	-12
COc1ccc2cnn(-c3ccc(OC(F)(F)Cl)cc3)c(=O)c2c1OC	-0.1	4	4	11	-0.8	1	6	-3	-0.3	10
O=C(CCN1C(=O)/C(=C/c2ccc3c(c2)OCO3)SC1=S)NNC(=O)c1cccnc1	2.2	5	-2	10	-0.4	0	-3	-6	x	22
C/C(=C\C(=O)c1ccc(Br)cc1)Nc1cccc(Cl)c1	x	14	-4	7	-1.0	-11	-6	x	-0.3	x
Cc1cscc(C)c1=S	1.1	-1	3	x	i	x	7	x	x	x
Cc1cccc(NS(=O)(=O)c2ccc3[nH]c(=O)oc3c2)c1C	-1.2	-15	1	-5	i	x	-6	-7	0.0	x
CC(C(=O)N1CCN(c2ccccc2)CC1)c1ccc([N+](=O)[O-])cc1 (stereo unspecified)	1.6	-1	0	2	i	0	-10	6	-0.4	-14
COCc1nnc(NC(=O)c2cccs2)s1	x	-2	-10	0	-0.1	4	-12	-16	0.0	-13
O=C(Oc1ccc(-c2ccccc2)cc1)c1ccco1	1.3	22	2	x	i	x	3	-1	1.0	x
CC(NC(=O)c1nn(C)c(=O)c2ccccc12)c1ccc(F)cc1 (stereo unspecified)	x	0	-2	-1	i	-3	-6	-17	-0.6	0
COc1cccc(C2=N/C(=C\N(C)C)C(=O)O2)c1	x	3	9	3	i	0	-2	-4	-0.8	8
COc1ccccc1OCCCn1cc(C(=O)C2CC2)c2ccccc21	1.0	-9	-1	2	-0.7	6	3	-11	0.0	-10
O=C(O)CCSc1nc2ccccc2s1	x	2	4	5	i	-6	-4	0	-0.8	0
CCC(C)(C)C1CCC2(CC1)NC(=O)N(CC(=O)NC(C)CCc1ccccc1)C2=O (stereo unspecified)	0.5	22	-4	x	i	x	-1	-1	-1.0	x
CCOC(=O)NC1(C(F)(F)F)NC(=O)N(c2cccc(C(F)(F)F)c2)C1=O (stereo unspecified)	1.8	2	6	6	3.8	-3	0	3	-0.3	7
Oc1cccc(-c2nc3ccccc3s2)c1	x	-11	8	1	i	0	4	-11	u	0
N#CCCN(C1CCCCC1)S(=O)(=O)c1cccc2nsnc12	x	1	-1	-14	-0.4	4	0	10	0.0	39
CCOc1ccc(S(=O)(=O)N2CCC(C(=O)NCc3cccnc3)CC2)cc1	1.2	3	10	2	i	-7	2	-6	-1.4	32
OC[C@H]1O[C@@H](c2nc3ccc(-c4nc(-c5ccc(Br)cc5)no4)cc3[nH]2)C[C@@H]1O	0.2	23	x	x	-0.3	x	-3	x	x	x
COc1ccc(N2CCN(CCCNC(=O)Cn3c(=O)c4cccn4c4ccccc43)CC2)cc1	2.4	12	-15	-3	i	-6	-3	6	-0.7	-6
CC#CCN1c2ccccc2[C@]23C[C@@H](C(=O)OC)N(C(=O)C4CCC4)C2=NC(C(=O)OC)=C(C(=O)OC)[C@H]13	0.3	16	3	-8	i	x	-2	0	2.1	4

Fetched one by one from above (two):
SMILES	TcdB inh	Yp Topo-I inh	MazF activator	Rv3671c inh	BH1578 lux ind	3CLpro inhibitor	Anthrax LF inh2	SSB-PriA inh	PfHsp40 yeast	DUSP3 inh
N#CCCN(C1CCCCC1)S(=O)(=O)c1cccc2nsnc12	x	1	-1	-14	-0.4	4	0	10	0.0	39
Cc1cccc(NS(=O)(=O)c2ccc3[nH]c(=O)oc3c2)c1C	-1.2	-15	1	-5	i	x	-6	-7	0.0	x

Of the compounds above, these have a thiophene ring, fused or not:
SMILES	TcdB inh	Yp Topo-I inh	MazF activator	Rv3671c inh	BH1578 lux ind	3CLpro inhibitor	Anthrax LF inh2	SSB-PriA inh	PfHsp40 yeast	DUSP3 inh
COc1cc2sc(-c3ccccc3OC)c(-c3ccc(O)cc3)c2cc1OC	1.0	9	-2	-1	-0.4	x	-5	9	4.0	x
CC1(C)CC(=O)C2=C(C1)Nc1ncnn1C2c1cccs1 (stereo unspecified)	0.3	3	-2	-1	-0.5	-3	1	-5	-0.5	4
COCc1nnc(NC(=O)c2cccs2)s1	x	-2	-10	0	-0.1	4	-12	-16	0.0	-13

Screening results deposited in PubChem BioAssay by several laboratories.
